Screening results: PubChem, National Center for Advancing Translational Sciences (NCATS)
rTrxR1 inhibitor: inhibitors of rat thioredoxin reductase 1 | recombinant rTrxR1, NADPH fluorescence consumption, selenite substrate | 390,000 compounds, 1% hits | O89049 | Potency, µM (series often up to 114 µM), for the others: top-dose activity change, negative = inhibition, actives largely listed as inhibitors | AID 588453; also: % is scaled to controls: 0 for no effect and ±100 for the full control effect; nearly all actives have a fitted effect of over 65% in size
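Rat TrxR1 (90 nM in the dispensed reagent) was pre-reduced with 400 uM NADPH for 5 min at room temperature, then incubated with compound for 15 min. After 400 uM selenite was added, NADPH fluorescence (Ex 340/Em 450 nm) was followed for 8 min.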
Tb PGK inh: blocks T. brucei phosphoglycerate kinase; P07378; PGK/GAPDH coupled, Kinase-Glo luminescence, 60 min; Potency, µM (titrated, usually from 57.5 µM), without a hit: top-dose activity change, negative = inhibition, actives largely listed as inhibitors; 380,000 compounds, 0.043% hits; AID 602233; also: % is scaled to controls: 0 for no effect and ±100 for the full control effect; nearly all actives have a fitted effect of over 60% in size
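Recombinant glycosomal PGK reaction used 1,3-bisphosphoglycerate generated in-well by GAPDH (100nM final) in 100mM TEA pH 7.6, 5mM MgCl2, 0.01% Tween-20. After 60 minutes at room temperature, ATP was read by Kinase-Glo Plus luminescence end-point.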
ERG-DNA inh: inhibitors of human ERG Ets domain-DNA interaction; P11308; fluorescence polarization, His-ERG Ets domain / labelled DNA; Potency, µM (series often up to 76.9 µM), for the others: top-dose FP activity, negative = inhibition, actives largely listed as inhibitors; 370,000 compounds, 0.028% hits; active = well fitted inhibition curve with a large enough effect in the polarisation, with a control signal flat; inconclusive = small, poorly fitted or top-dose-only effect, or effect the other way, or a change in a side signal; inactive = no such curve, though single readings can be large or run the other way; the % refers to the polarisation;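 also: polarization taken with two DNA probes labelled with fluorescein and Texas red; % of control where 0% means no effect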
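His-tagged ERG Ets domain (1 uM in the protein solution; 300mM KCl, 50mM Tris-HCl, 1mM EDTA, 1mM DTT, pH 7.5) received compound, then a probe mix of 5 nM fluorescein-DNA and 100nM Texas-615-DNA. Fluorescence polarization was read for both dyes.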
ALOX12 inh: ALOX12 (human) lipoxygenase inhibition. AID 1671190. purified 12hLO, xylenol orange hydroperoxide absorbance. 580,000 compounds, 1.1% hits. P18054. Potency, µM (highest dose often 108 µM), for inactives: at the highest dose activity change, negative = inhibition, actives largely listed as inhibitors; also: % is scaled to controls: 0 for no effect and ±100 for the full control effect
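Hydroperoxide product was detected by ferrous iron/xylenol orange as the 573 to 405 nm absorbance ratio. Arachidonic acid at 40 uM (final) was turned over for 30 min at room temperature by 150 nM human 12hLO, pH 7.0 Hepes buffer, after 15 min compound preincubation.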
RGS4 inh: blocks human RGS4-accelerated GTP hydrolysis; 390,000 compounds, 0.039% hits; P49798; Transcreener GDP fluorescence polarization, RGS4-accelerated GTP hydrolysis; AID 504845; Potency, µM (series often up to 114 µM), for the others: top-dose activity change, negative = inhibition, hits mostly inhibitors; also: % is scaled to controls: 0 for no effect and ±100 for the full control effect; nearly all actives have a fitted effect of over 75% in size; some results filed as inactive show a strong effect at the top dose
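MLSMR compounds (23 nl, pin-transferred) preincubated 10 min at room temperature with a 500nM (2x) first reagent, then RGS4 at 900nM (2x) plus Transcreener GDP mix added; fluorescence polarization (620/688 nm) read before and after 90 min at 30 °C.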
Pin1 inh: blocks the human prolyl isomerase Pin1; Pin1 FP peptide displacement, HiFluor488, 10 min; Q13526; AID 504891; Potency, µM (highest dose often 115 µM), without a hit: at the top dose activity, negative = inhibition, usual class: inhibitors; 390,000 compounds, 0.009% hits; active = well fitted inhibition curve with a large enough effect in the polarisation, with a control signal flat, not every such curve was filed as active; inconclusive = small, poorly fitted or top-dose-only effect, or effect the other way, or a change in a side signal; inactive = no such curve, though single readings can be large or run the other way; the % refers to the polarisation; also: % is scaled to controls: 0 for no effect and ±100 for the full control effect
Target sequence (Q13526 whole entry, looked up): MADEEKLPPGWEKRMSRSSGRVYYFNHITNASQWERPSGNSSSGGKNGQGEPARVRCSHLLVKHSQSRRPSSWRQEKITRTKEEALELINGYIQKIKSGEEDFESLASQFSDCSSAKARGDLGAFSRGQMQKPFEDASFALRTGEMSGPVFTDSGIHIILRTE
GLS inh: glutaminase GLS (human) inhibition; Potency, µM (top dose mostly 45.5 µM), inactives show at the highest dose activity change, negative = inhibition, usual class: inhibitors; AID 624170; 410,000 compounds, 0.21% hits; GLS enzymatic activity, qHTS titration; also: % is scaled to controls: 0 for no effect and ±100 for the full control effect
Target sequence (O94925 whole entry, looked up): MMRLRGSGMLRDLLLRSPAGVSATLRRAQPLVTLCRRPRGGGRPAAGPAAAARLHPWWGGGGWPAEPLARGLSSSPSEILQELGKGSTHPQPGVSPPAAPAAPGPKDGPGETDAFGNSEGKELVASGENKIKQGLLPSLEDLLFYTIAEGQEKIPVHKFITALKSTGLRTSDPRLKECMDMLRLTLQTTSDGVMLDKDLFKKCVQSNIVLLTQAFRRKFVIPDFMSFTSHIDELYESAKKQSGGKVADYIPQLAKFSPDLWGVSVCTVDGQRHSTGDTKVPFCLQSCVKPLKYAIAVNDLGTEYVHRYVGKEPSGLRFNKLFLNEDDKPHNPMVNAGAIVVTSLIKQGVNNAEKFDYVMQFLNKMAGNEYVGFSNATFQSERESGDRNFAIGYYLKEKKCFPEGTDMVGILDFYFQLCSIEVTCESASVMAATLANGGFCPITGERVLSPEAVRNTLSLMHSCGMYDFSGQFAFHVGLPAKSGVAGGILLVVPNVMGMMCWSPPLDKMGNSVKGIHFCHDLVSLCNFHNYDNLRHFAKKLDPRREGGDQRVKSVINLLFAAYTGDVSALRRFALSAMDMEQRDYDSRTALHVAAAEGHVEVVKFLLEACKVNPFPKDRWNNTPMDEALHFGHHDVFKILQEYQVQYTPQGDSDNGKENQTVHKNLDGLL
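Read-out is an Amplex red fluorescence increase coupled through glutamate oxidase and HRP, measured before and after 30 min room-temperature incubation. hKGA is in 45 mM KH2PO4 (pH 8.2) with 0.02% Tween-20; glutamine added as 1mM solution.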
JMJD2A Tudor: inhibitors of human JMJD2A Tudor domain | O75164 | AlphaScreen JMJD2A-Tudor / H3K4me3 peptide binding | Potency, µM (titrated, usually from 114 µM), for inactives: at the highest dose activity change, negative = inhibition, usual class: inhibitors | 390,000 compounds, 4.4% hits | AID 504339; also: % is scaled to controls: 0 for no effect and ±100 for the full control effect; nearly all actives have a fitted effect of over 50% in size
HP1b chromo inh: HP1-beta chromodomain-methylated histone interaction inhibition | P83916 | AlphaScreen HP1-beta / biotin-H3K9me3 peptide binding | Potency, µM (top dose mostly 114 µM), for inactives: at the top dose activity change, negative = inhibition, actives largely listed as inhibitors | 390,000 compounds, 0.56% hits; also: nearly all actives have a fitted effect of over 70% in size; inactives centre near 23
Target sequence (P83916 whole entry, looked up): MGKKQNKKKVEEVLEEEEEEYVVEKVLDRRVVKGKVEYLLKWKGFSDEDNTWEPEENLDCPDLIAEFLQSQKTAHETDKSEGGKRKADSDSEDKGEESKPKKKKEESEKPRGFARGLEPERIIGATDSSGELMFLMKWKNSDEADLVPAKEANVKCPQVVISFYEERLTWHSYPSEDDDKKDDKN
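Compound inhibition of the preformed complex between 50 nM HP1-beta and 50 nM biotinylated H3K9me3 peptide was read by AlphaScreen. Buffer was PBS pH 7.4 with 0.01% Tween-20. Incubations ran 30 min at room temperature, with 10 ug/mL donor/acceptor beads.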
An asterisk follows results filed as active; i = inactive; ? = inconclusive; nt = not tested or not shown; & = joins results of further samples; [ ] = dose if it differs, or a comment. Unless noted, calls follow the shape of the dose curve; as a rule, active = well fitted curve in the direction sought with a large enough effect; inconclusive = small, poorly fitted or top-dose-only effect, or another doubt; inactive = no such curve, though single readings can be large; an effect the other way counts as inactive or inconclusive. Potency is read from the fitted curve at half-maximal effect. Not all compounds are listed. The share of hits here may be higher or lower than overall.

rTrxR1 inhibitor,Tb PGK inh,ERG-DNA inh,ALOX12 inh,smiles,RGS4 inh,Pin1 inh,GLS inh,JMJD2A Tudor,HP1b chromo inh
9%,-8%,3%,-17%,Cc1cc(-c2ccc(C(C)C)c(S(=O)(=O)Nc3cc(C)on3)c2)on1,26%,-7%,13%,-16%,37%[activator]
-2%,-3%,0%,5%,CCN(CC(=O)Nc1c(F)cccc1F)C(=O)Cc1csc(-c2ccccc2)n1,-4%,-3%,-1%,-23%,9%
12%,-1%,-2%,-26%,COc1ccc(-c2ccc(C)cc2)cc1[C@H]1[C@@H]2C=CCC[C@@]2(C)C(=O)N1Cc1ccccc1,5%,1%,8%,-33%,10%
32%,i,-3%,nt,COc1ccc2c(c1)OC[C@H]1[C@H]2N2C(=O)c3cc(Cl)ccc3NC(=O)[C@@]2(C)[C@H]1c1ccccc1,-21%,14%,0%,?,-4%
19%&17%,-10%&-6%,7%&-1%,444%&-21%[activator],CC(=O)N1CCOc2cc(S(=O)(=O)NCc3ccc(F)cc3)c(C)cc21,19%&6%,-2%&-2%,-1%&-2%,0%&-9%,49%&31%[activator]
14%[57.1 µM],i,2%,-4%,CC(C)c1cc(CNC(=O)c2ccc(OC3CCN(Cc4ccccn4)CC3)cc2)on1,-23%[56.9 µM],?,-12%,45µM*,2%
11%[57.1 µM],i,7%,2%,CC(C)CCN1CCN(Cc2cccn2-c2ccccn2)CC1CCO (stereo unspecified),4%,-7%,4%,-25%,5%
4%,8%,-3%,9%,CN1CCN(NC(=O)c2cc([N+](=O)[O-])cc([N+](=O)[O-])c2)CC1,-1%,-1%,13%,1%,21%
?,9%,6%,-1%,COC(=O)c1c(C)oc2ccc(N(C(=O)c3ccncc3)S(=O)(=O)c3cc(C)ccc3C)cc12,-8%,24%,6%,-27%,9%
15%,i,7%,-7%,COc1ccc(OC)c(Cc2nnc(CCC(=O)NCc3ccsc3)o2)c1,-8%,-7%,2%,-21%,28%
0%,-7%,2%,-24%,CCc1nn(C(CC)C(=O)NCc2ccc(F)cc2)c(=O)c2cc3occc3n12 (stereo unspecified),10%,-5%,3%,-17%,22%
-13%,-6%,-9%,313%[activator],O=C(CSCc1ccccc1)Nc1ccc(S(=O)(=O)N2CCOCC2)cc1,7%,7%,1%,-12%,26%
6%[57.1 µM],i,3%,-8%,Cc1cc(C)c(S(=O)(=O)N2CCN(S(=O)(=O)N3CCCCCC3)CC2)c(C)c1,-17%,10%,3%,5%,60%[activator]
-17%,-1%,-1%,-11%,N#CC(=C1CCCC1)c1nc(-c2ccccc2)cs1,-8%,50%[activator],5%,139%[activator],104%[activator]
3%,13%,4%,-19%,Cc1cc(NC(=O)COC(=O)c2ccc([N+](=O)[O-])cc2Cl)no1,10%,0%,10%,-14%,10%
-4%,-1%,-9%,-11%,O=C1CC(=O)CC(c2ccccc2)C1,5%,-1%,-4%,-10%,42%[activator]
0%,i,12%,4%,Cc1cccn2c(=O)nc(SCC(=O)Nc3ccc4c(c3)OCO4)nc12,6%,-2%,3%,-18%,13%
8%,3%,3%,-5%,CCOc1ccc(CN(C)C(=O)c2ccc3ccccc3n2)cc1,-2%,-5%,1%,4%,21%
20%[57.1 µM],-3%,0%,?,CSc1cccc(CN2CCC(n3nccc3NC(=O)C3CC3)CC2)c1,20%[56.9 µM],1%,2%,-27%,40%[activator]
50µM*,1%,34%[activator],?,CCOC(=O)C1=C(C)NC(=S)NC1c1ccco1 (stereo unspecified),?,nt,21%,?,12%
12%,9%,-3%,-15%,Cn1c(SCC(=O)Nc2ccc(N3CCOCC3)c(Cl)c2)nnc1C(O)c1ccccc1 (stereo unspecified),-35%,0%,8%,-4%,30%
29%[57.1 µM],-9%,6%,10%,CC(Oc1ccc(-c2nccc(-c3ccccn3)n2)cc1)C(=O)NN (stereo unspecified),8%[11.4 µM],2%,5%,-7%[57.1 µM],18%
-17%,i,nt,11%,O=C(CSc1nnc(CCCN2C(=O)c3cccc4cccc(c34)C2=O)n1-c1ccccc1)N1CCCCC1,3%,-2%,-3%,?,22%
2%,0%,4%,-50%,COc1ccccc1NC(=O)C1=C(C)Nc2nc(-c3cccs3)nn2C1c1cccc(O)c1 (stereo unspecified),22%,?,-3%,-32%,12%
-8%,i,-6%,-3%,COCc1cc(C)n(CC(=O)Nc2ccc(N3CCOCC3)cc2)c(=O)c1C#N,-12%,5%,16%,-12%,29%

Marked active in JMJD2A Tudor, of those listed so far:
rTrxR1 inhibitor,Tb PGK inh,ERG-DNA inh,ALOX12 inh,smiles,RGS4 inh,Pin1 inh,GLS inh,JMJD2A Tudor,HP1b chromo inh
14%[57.1 µM],i,2%,-4%,CC(C)c1cc(CNC(=O)c2ccc(OC3CCN(Cc4ccccn4)CC3)cc2)on1,-23%[56.9 µM],?,-12%,45µM*,2%

Following part.
rTrxR1 inhibitor,Tb PGK inh,ERG-DNA inh,ALOX12 inh,smiles,RGS4 inh,Pin1 inh,GLS inh,JMJD2A Tudor,HP1b chromo inh
11%[57.1 µM],-8%,-1%,14%,O=C(c1ccc2c(c1)C(=O)N(CCCO)C2=O)c1ccc2c(c1)C(=O)N(CCCO)C2=O,0%,-1%,-2%,-20%,16%
-11%[57.1 µM],-9%,?,nt,CCCCCCCCOc1ccc(C2OC34CCCCC3C(C#N)(C#N)C2(C#N)C(=N)O4)cc1 (stereo unspecified),10%[11.4 µM],?,-8%,-5%[11.4 µM],191%[activator]
?,5%,6%,-18%,CC(C)(C)n1nnnc1CN(Cc1ccco1)Cc1cc2cc3c(cc2[nH]c1=O)OCO3,22%,?,-2%,-16%,28%
-5%,-9%,2%,nt,Nc1ccc2oc(-c3cccc(Br)c3)nc2c1,-9%[11.4 µM],1%,-4%,-1%[11.4 µM],78%[activator]
38%[activator],-2%,7%,-7%,CC1Cc2cc(S(=O)(=O)N3CCN(c4cccc(Cl)c4)CC3)ccc2N1C(=O)C1CC1 (stereo unspecified),31%,3%,5%,-13%,19%
14%,-1%,-15%,1%,CSc1nnc2c(n1)OC(C)=Nc1ccccc1-2,-7%,-10%,4%,0%,36%
-3%,0%,1%,?,Cc1ccc(C)c(Nc2cc(C(=O)NCCCN(C)C3CCCCC3)c3ccccc3n2)c1,12%,-2%,14%,-29%,3%
-1%,-2%,-5%,25%,CCOC(=O)c1c(S(=O)(=O)NCCc2ccccc2)c(C)n(C)c1C,11%,8%,-1%,-35%,3%[57 µM]
-3%,-4%,8%,0%,CCS/C(N)=N/N=C/c1cc(C)ccc1O,2%,-2%,25%,-20%,57%[activator]
11%,-3%,-4%,9%,CCN(c1cccc(C)c1)S(=O)(=O)c1cccc(C(=O)O)c1,-2%,4%,-8%,-25%,6%
19%,-4%,-5%,17%,CCCc1cc(=O)[nH]c(SCC(=O)c2c(N)n(C3CC3)c(=O)[nH]c2=O)n1,-23%,-2%,1%,-16%,29%
1%[57.1 µM],?,-2%,51%&-10%[activator],CCCCCn1c(N2CCN(c3cccc(Cl)c3)CC2)nc2c1c(=O)[nH]c(=O)n2C,-16%,-9%,-2%,?,-5%
23%,6%,-7%,25%,CC(C)Oc1ccc(S(=O)(=O)N2CCOCC2)cc1NC(=O)C1CCCC1,12%,-7%,-2%,-1%,36%[activator]
23%,-6%,-1%,?,CSc1ccc(CC2C(=O)Nc3ccccc32)cc1 (stereo unspecified),6%,-14%,-5%,-36%,-13%
-9%,i,-13%,-17%,Cc1sc[n+](CC(=O)c2ccc(Br)cc2)c1C,-10%,0%,-4%,-10%,22%
-1%,-8%,1%,?,N#C/C(=C\c1c(N2CCC(C(N)=O)CC2)nc2ccccn2c1=O)S(=O)(=O)c1ccc(Cl)cc1,-13%,17%,-5%,-21%,9%
-7%,i,4%,-3%,Cc1ccc(S(=O)(=O)N2CCOCC2)cc1C(=O)N1C(=O)c2cccc(N)c2C1=O,-20%,?,17%,-25%,71%[activator]
13%[57.1 µM],-4%,7%,-6%,CNCc1ccccc1OCc1ccc(F)cc1,-14%,-3%,3%,-8%,9%
0%,1%,-1%,12%,Cc1cccc(CN2C[C@]34CC[C@@H](C[C@@H]3S2(=O)=O)O4)c1,26%,-4%,15%,-14%,30%
28%,0%,18%,-4%,O=C(OCc1c(-c2ccccc2)ncc2ccccc12)c1cccc(Br)c1,-2%,15%,-3%,10%,56%[activator]
17%[57.1 µM],-9%,0%,1%,O=C(NCCN1CCOCC1)/C(=C/c1ccc(F)cc1)NC(=O)c1ccccc1,10%,2%,-2%,-4%,31%
12%[57.1 µM],-7%,0%,-1%,CCN(CC)CCNC(=O)c1sc2ncccc2c1-n1cccc1,7%,-9%,1%,-22%,11%[57 µM]
9%,0%,3%,-24%,N=c1c(C(=O)NC2CCCCC2)cc2c(=O)n3ccccc3nc2n1CCc1ccccc1,20%,?,6%,-3%,35%[activator]
14%[57.1 µM],1%,4%,?,CC(=O)c1c(C)[nH]c(C(=O)CSc2nnc(C)s2)c1C,-30%,2%,-3%,-1%[57.1 µM],42%[activator]
18%,i,-16%,0%,Cc1ccc2[nH]c3c(c2c1)CN(C(C)C)CC3,-12%,-12%,-17%,-22%,6%
-1%,-3%,-1%,0%,O=C(O)/C(=C\c1cccs1)Sc1nnc(-c2ccc(F)cc2)o1,-17%,6%,20%,-10%,31%
